# Screening results from PubChem BioAssay.
# MEP2-GFP yeast – alters MEP2-GFP fluorescence in TOR pathway yeast screen; S. cerevisiae MEP2-GFP strain, flow cytometry GFP, 3 h; 100% = DMSO control level; GFP response vs DMSO, % at 10 µM; 330,000 tested, 0.51% active; AID 2016;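 active means GFP response versus DMSO above a set limit, roughly screen mean plus 3 SD, cut at about 180% in these data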;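 further: median GFP fluorescence of the barcode-gated MEP2-GFP cells per well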
# procasp3 activ – activators of human procaspase-3; P42574; recombinant procaspase-3 D3A, Ac-DEVD-pNA absorbance 405 nm; activation, % at 8.5 µM; 330,000 tested, 0.11% active; AID 463141;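 active means activation above the mean of all tested compounds plus 3 SD, cut at about 21% in these data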;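 further: 0% = DMSO alone and 100% = DMSO wells spiked with extra 5 µM PC-3 D3A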
# Target sequence (P42574 whole entry D9A/D28A/D175A): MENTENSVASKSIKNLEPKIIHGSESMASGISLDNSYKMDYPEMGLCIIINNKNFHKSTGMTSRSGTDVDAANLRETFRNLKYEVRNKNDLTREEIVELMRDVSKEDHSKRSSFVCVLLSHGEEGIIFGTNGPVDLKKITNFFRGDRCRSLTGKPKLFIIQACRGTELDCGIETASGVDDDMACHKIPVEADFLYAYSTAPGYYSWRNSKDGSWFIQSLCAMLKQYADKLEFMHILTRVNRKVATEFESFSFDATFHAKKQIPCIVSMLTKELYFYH
#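 material = Procaspase-3 D3A mutant | probe or stimulus = Ac-DEVD-pNA | compound = single dose, 8.5 µM nominal compound, 0.8% DMSO | timing = 1 h preincubation, 2 h reaction | measured by = 405 nm absorbance of p-nitroaniline, reads at 0 and 120 min | benchmarks = DMSO-only low control, 5 µM PC-3 D3A high control | repeats = singlicate, each compound tested once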
# AGP1-GFP MLPCN – yeast TOR pathway AGP1-GFP modulation; S. cerevisiae AGP1-GFP multiplex flow cytometry, 3 h; GFP as percent of DMSO wells; GFP response vs DMSO, % at 10 µM; 320,000 tested, 0.02% active; AID 2066;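 active means GFP response relative to DMSO above a set limit, near screen average plus 3 SD, cut at about 150% in these data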;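 further: median GFP channel fluorescence of the gated AGP1 strain per well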
# CIT2-GFP yeast – modulators of TOR pathway CIT2-GFP in S. cerevisiae | S. cerevisiae CIT2-GFP strain, flow cytometry, 3 h; 100 means same as DMSO wells | GFP response vs DMSO, % at 10 µM | 320,000 tested, 0.065% active;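 active means GFP response relative to DMSO above a set limit, near the screen mean plus 3 SD, cut at about 150% in these data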;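 further: ratio of well median GFP fluorescence to mean of DMSO wells on the plate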
# procasp7 counter – activates human procaspase-7, counter-screen for procaspase-3 activators. P55210. recombinant procaspase-7, Ac-DEVD-pNA absorbance 405 nm; D23A/D198A/D206A triple mutant, cannot self-cleave; scale: DMSO 0, 5 µM enzyme 100. activation, % at 8.5 µM. 330,000 tested, 0.093% active. AID 463210;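 active means percent activation above the screen-wide mean plus 3 SD, cut at about 25% in these data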
# Target sequence (P55210 whole entry D23A/D198A/D206A): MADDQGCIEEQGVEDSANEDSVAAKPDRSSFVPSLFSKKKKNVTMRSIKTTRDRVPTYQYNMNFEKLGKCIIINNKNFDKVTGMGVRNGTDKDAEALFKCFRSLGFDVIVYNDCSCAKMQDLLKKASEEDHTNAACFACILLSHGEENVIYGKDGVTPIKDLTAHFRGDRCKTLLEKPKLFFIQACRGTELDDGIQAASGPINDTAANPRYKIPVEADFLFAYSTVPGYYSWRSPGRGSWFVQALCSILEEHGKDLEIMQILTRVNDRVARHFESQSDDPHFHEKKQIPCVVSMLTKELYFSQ
#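 System: Procaspase-7 triple mutant (PC-7 D3A); measure: % activation from two-timepoint absorbance difference, scaled to controls; times: 1 h compound preincubation, 2 h substrate cleavage, 25 °C; also added: Ac-DEVD-pNA substrate, 400 µM as added; measured by: Epi-absorbance of released pNA at 405 nm, two timepoints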
# RPL19A TOR yeast – alters RPL19A-GFP fluorescence in TOR pathway yeast screen. S. cerevisiae RPL19A-GFP strain, flow cytometry, 3 h; stronger effect = lower value. percent response vs DMSO, % at 10 µM. 330,000 tested, 0.3% active;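 active means percent response vs DMSO below 50%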;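 further: median channel GFP fluorescence of the barcoded RPL19A-GFP strain; ratio of sample median GFP to plate DMSO average so 100% = DMSO; lower means less RPL19A-GFP as with rapamycin TOR inhibition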
# LAP4-GFP MLPCN – alters LAP4-GFP fluorescence in TOR pathway yeast screen. S. cerevisiae LAP4-GFP multiplex, flow cytometry GFP, 3 h; median GFP as percent of DMSO wells. GFP response vs DMSO, % at 10 µM. 320,000 tested, 0.34% active;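 active means GFP response vs DMSO above a set limit, about the screen mean plus 3 SD, cut at about 150% in these data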
# AHR activator – activates the human aryl hydrocarbon receptor. P35869. 320,000 tested, 2.5% active. activation, % at 5 µM. AHR-responsive luciferase reporter cells, luminescence; in the data active means activation above about 47%;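 further: 0% = vehicle wells and 100% = reference agonist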
# * hit, by the source's call; / = no result given.
mol	MEP2-GFP yeast	procasp3 activ	AGP1-GFP MLPCN	CIT2-GFP yeast	procasp7 counter	RPL19A TOR yeast	LAP4-GFP MLPCN	AHR activator
COc1ccc(S(=O)(=O)N2CCC(C(=O)NCC3CCCO3)CC2)cc1Cl (configuration not stated)	98.9	-6.5	104.5	104.7	4.8	102.0	91.8	-0.2
Cc1ccoc1C(=O)Nc1cccc2ccccc12	108.4	/	96.4	99.7	/	100.3	101.1	/
CC(C)c1nc(N2CCCC2)c(C#N)c2c1CCCC2	101.8	-0.3	106.0	103.4	8.6	103.2	100.4	1.6
Cc1cc(C)cc(NC(=O)c2ccc(Cn3nc(C)c(Cl)c3C)o2)c1	113.0	4.3	107.4	99.3	-0.8	98.5	105.0	13.5
COc1ccc(/C=N/NC(=O)c2nnn(-c3nonc3N)c2-c2cccs2)c(OC)c1	110.3	-0.3	96.9	99.4	-13.1	102.3	94.8	3.4
Cc1ccc(NC(=O)CN(C)C(=O)Cn2c(=O)oc3ccccc32)cc1	94.1	-0.7	100.3	86.2	4.3	95.0	103.4	8.3
COc1ccccc1OCc1ccc(C(=O)NC(C)c2ccccc2)o1 (configuration not stated)	109.6	-3.9	95.8	100.8	-1.6	106.4	98.5	34.5
O=S(=O)(c1ccc(Br)s1)N1CCN(CCOc2ccccc2)CC1	97.2	5.3	90.7	97.0	-3.0	93.5	93.4	-0.5
CCOC(=O)N1CCC(NC(=O)C2CCN(C(=O)N3CCOc4ccccc43)CC2)CC1	95.7	0.5	99.1	89.9	0.2	98.3	103.8	-1.1
Cc1ccc(NC(=O)C[n+]2ccccc2)cc1[N+](=O)[O-]	99.3	-1.2	104.1	104.1	5.9	102.7	102.9	2.9
O=C(CCCn1c(=O)c2ccccc2n(CC(=O)N2CCN(c3ccccc3)CC2)c1=O)NCc1ccco1	105.4	0.8	104.3	109.7	7.0	103.0	111.0	1.6
Cc1ccccc1NCc1nnc2n1CCCCC2	103.0	-5.0	99.0	100.5	-0.3	102.5	92.7	3.0
COCCCNc1nc2c(-c3cccc(C)c3)nnn2c2ccc(Cl)cc12	106.9	-2.6	102.3	107.3	7.0	103.4	105.8	69.9*
O=C(CCSc1ccccc1)Nc1nnc(-c2cccs2)o1	101.5	4.5	102.7	97.0	-1.2	100.8	108.8	6.3
CC(C)C(=O)Nc1ccc2nn(-c3ccccc3)nc2c1	99.1	6.2	79.8	83.0	2.4	97.5	115.7	-4.3
COc1cc(C(=O)N2CCN(C3CCC(C)CC3)CC2)cc(OC)c1OC (configuration not stated)	110.9	1.2	99.7	99.8	-1.0	103.8	96.6	-0.8
Cc1sc(NC(=O)C2CSC3(C)CCC(=O)N23)nc1-c1ccccc1 (configuration not stated)	100.3	0.7	102.6	98.6	-12.4	99.5	102.6	-1.7
COc1ccc(NC(=O)c2cc3c(=O)n4ccccc4nc3n2C)c(OC)c1	107.4	5.0	113.0	111.0	-3.0	104.5	104.0	-5.9
COc1cccc(Cn2cnc3c(NS(=O)(=O)c4cc(Cl)ccc4Cl)c(C)c(C)cc32)c1	97.7	4.5	95.4	89.3	4.7	92.1	/	2.5
N#CC1=C(N)Oc2n[nH]c(-c3ccccc3)c2C1c1cccc(OC(=O)N2CCOCC2)c1 (configuration not stated)	107.4	0.6	102.9	98.4	-4.6	101.0	111.4	4.9

# Given with values under each structure: entries from further up.
# Value order: MEP2-GFP yeast, procasp3 activ, AGP1-GFP MLPCN, CIT2-GFP yeast, procasp7 counter, RPL19A TOR yeast, LAP4-GFP MLPCN, AHR activator
> O=C(CCSc1ccccc1)Nc1nnc(-c2cccs2)o1
    101.5, 4.5, 102.7, 97.0, -1.2, 100.8, 108.8, 6.3
> CC(C)C(=O)Nc1ccc2nn(-c3ccccc3)nc2c1
    99.1, 6.2, 79.8, 83.0, 2.4, 97.5, 115.7, -4.3
> COc1cc(C(=O)N2CCN(C3CCC(C)CC3)CC2)cc(OC)c1OC (configuration not stated)
    110.9, 1.2, 99.7, 99.8, -1.0, 103.8, 96.6, -0.8

# Other results follow:
mol	MEP2-GFP yeast	procasp3 activ	AGP1-GFP MLPCN	CIT2-GFP yeast	procasp7 counter	RPL19A TOR yeast	LAP4-GFP MLPCN	AHR activator
Cc1nc(NC(=O)C(Cl)Cl)sc1C(=O)N(C)C	95.0	0.4	95.7	101.2	-7.1	102.3	95.5	-0.2
COc1ccc(C2CC(c3ccc4ccccc4c3OC(C)=O)=NN2C(C)=O)cc1 (configuration not stated)	93.9	-5.8	93.8	88.1	5.2	95.3	100.9	6.8
COC(CNC(=O)C1CC(=O)N(CCc2ccccc2)C1)OC (configuration not stated)	101.5	4.8	104.2	103.8	8.7	96.9	90.6	-2.1
CCOC(=O)c1ccc(N2C(=O)CC(C3CCCO3)C2=O)cc1 (configuration not stated)	103.7	3.4	98.3	100.6	4.8	95.9	102.3	0.3
N#Cc1ccccc1OCC(O)CS(=O)(=O)c1ccccc1 (configuration not stated)	88.8	6.9	89.5	88.1	-2.7	92.2	90.6	3.3
CCS(=O)(=O)c1ccc(-c2cccc(NC(=O)c3ccco3)c2)nn1	104.3	6.4	113.3	107.6	-1.9	101.5	106.7	6.0
COc1ccc2c(=O)c(-c3ccccc3)c(C)oc2c1	103.7	6.8	102.3	102.3	-15.5	106.4	106.3	-2.2
Cc1cccc(NC(=S)N(Cc2ccc(Br)cc2)Cc2ccc(C(=O)O)cc2)c1	92.6	5.1	79.1	92.2	-5.1	92.3	77.8	0.7
CC(=O)N(c1ccc(Cl)cc1)c1cn(C(C)=O)c2ccccc12	99.8	7.1	113.8	99.8	7.5	104.0	102.6	1.1
O=C(Cc1csc(Nc2nc(=S)[nH]c3ccccc23)n1)N1CCN(c2cccc(C(F)(F)F)c2)CC1	116.7	-10.6	102.1	107.7	-2.2	95.3	104.9	15.0
CCOC(=O)C1CCN(Cc2cn[nH]c2-c2ccccc2)CC1	105.0	-1.1	105.6	99.5	0.5	101.5	96.6	-1.1
CCSc1nnc2c(n1)OC1(CCCC1)Nc1ccccc1-2	123.1	0.5	98.0	95.9	0.3	96.6	102.3	14.4
Cc1csc(SCC(=O)c2c(N)n(C)c(=O)n(C)c2=O)n1	101.5	3.3	103.2	109.6	2.7	101.8	101.3	2.6
CCNS(=O)(=O)c1ccc(CCC(=O)Nc2ccc3c(c2)OCCO3)cc1	104.5	6.4	98.8	102.5	8.2	105.6	85.1	0.0
COc1ccc(NC(=S)Nc2cccc(Cl)c2)cc1OC	95.9	-13.0	94.7	85.3	-23.4	86.5	98.2	7.7
CCc1nnc(NC(=O)Nc2ccccc2OC)s1	106.2	6.4	92.9	88.5	-5.6	92.6	102.4	33.4
CCCCNC(=O)CN1C(=O)COc2ccc(S(=O)(=O)N3CCCCCC3)cc21	93.8	7.8	94.5	91.5	6.5	97.0	89.1	11.5
CC1CC(C)CN(C(=O)COC(=O)c2ccc([N+](=O)[O-])o2)C1 (configuration not stated)	91.6	7.8	92.1	96.0	0.1	96.4	93.1	-2.4
Cc1ccc(NC(=O)C2CCCN(c3nccc(C)n3)C2)c(C)c1 (configuration not stated)	96.9	4.0	93.3	92.0	-3.0	93.0	88.8	0.4
NC(=O)C(c1ccccc1)C1CCCC1 (configuration not stated)	101.5	-0.4	98.8	96.4	14.8	96.9	94.2	0.0
Cc1c(Cl)cccc1NC(=O)Cn1cccc1	104.0	-5.0	93.7	91.0	-2.3	98.5	97.4	-2.1
COc1ccc(C(=O)C2CCCN(C(=O)C3=CCCC3)C2)cc1OC (configuration not stated)	109.6	1.9	118.5	113.2	1.8	117.4	117.1	3.0
Cc1nn(Cc2ccc([N+](=O)[O-])cc2)c(=O)n1-c1ccccc1	109.7	-0.5	103.5	113.3	3.9	101.0	96.4	-1.1
CC(C)(C)OC(=O)NCCCC[C@@H](C(=O)NCCCCCCCCCCC(=O)N1CCN(C(=O)OC(C)(C)C)CC1)n1cc(CCCC(=O)O)nn1	102.2	5.3	93.1	88.8	-2.3	108.4	103.5	-0.7
CCN(CC)C(=O)c1sc2nc(-c3ccccn3)[nH]c(=O)c2c1C	97.3	-14.9	98.9	92.9	-20.6	99.4	85.4	83.2*
Cc1ccn2c(=O)nc(SCC(=O)Nc3cc(C)on3)nc2c1	95.6	2.7	88.1	90.1	1.0	90.5	91.7	4.4
OC(CSc1ccc(F)cc1)CN1CCN(c2ccccc2)CC1 (configuration not stated)	106.8	-6.0	107.1	109.7	5.1	99.1	111.1	-0.3
Cc1noc(/C=C/c2ccco2)c1S(=O)(=O)N1CCC(C(=O)N2CCc3ccccc3C2)CC1	101.5	-11.3	103.4	102.8	-17.1	98.3	100.8	1.8
COCCCN1C(=O)C(=O)/C(=C(/O)c2ccc(OC(C)C)cc2)C1c1ccncc1 (configuration not stated)	100.0	3.1	99.7	104.1	-8.6	97.0	97.8	2.7
COc1cccc(C(C)NC(=O)Nc2cc(Cl)ccc2OC)c1 (configuration not stated)	88.8	10.7	94.4	91.8	9.4	92.5	102.1	12.4

# Part of the list above, reduced to CIT2-GFP yeast and MEP2-GFP yeast.
Compound | CIT2-GFP yeast | MEP2-GFP yeast
CC(C)(C)OC(=O)NCCCC[C@@H](C(=O)NCCCCCCCCCCC(=O)N1CCN(C(=O)OC(C)(C)C)CC1)n1cc(CCCC(=O)O)nn1 | 88.8 | 102.2
OC(CSc1ccc(F)cc1)CN1CCN(c2ccccc2)CC1 (configuration not stated) | 109.7 | 106.8

# Remaining list, next part:
mol	MEP2-GFP yeast	procasp3 activ	AGP1-GFP MLPCN	CIT2-GFP yeast	procasp7 counter	RPL19A TOR yeast	LAP4-GFP MLPCN	AHR activator
CN(C(=O)COc1ccc(Cl)cc1Cl)c1nnc(C23CC4CC(CC(C4)C2)C3)s1	86.0	2.4	87.0	83.3	1.9	86.2	94.0	-0.8
O=C(O)CCCNC(=O)c1cccc(C(=O)NCCCC(=O)O)n1	108.4	13.1	109.3	99.3	-2.6	103.2	99.7	1.0
CC(=O)N1CCN(c2ccc(S(=O)(=O)N3CCCCC3)cn2)CC1	102.7	1.3	102.8	99.5	0.6	99.6	102.5	-2.7
CCc1cc2c3c(c(=O)oc2cc1OC(C)C(=O)O)CCCC3 (configuration not stated)	127.5	5.4	115.4	113.9	3.4	110.5	110.4	1.0
CCOC(=O)C1=C(CP(=O)(c2ccccc2)c2ccccc2)NC(=O)NC1c1ccc(Cl)cc1 (configuration not stated)	101.0	-12.2	108.5	111.6	-3.5	107.0	96.8	1.0
O=C(c1cc2c(s1)CCC2)N1CCN(c2ccccc2)CC1	103.5	-1.8	88.5	85.8	-8.9	96.2	112.0	-1.6
Cn1c(CO)cnc1SCc1ccc(F)cc1	94.0	9.9	96.8	93.5	-0.3	93.7	93.8	-0.2
CN(C)c1ccc(CN2CCCC(O)C2)cc1 (configuration not stated)	101.8	-3.2	103.3	105.0	-2.5	105.2	112.9	0.6
O=C(c1ccccc1)N1CC(COc2ccccc2)OC(c2cccnc2)O1 (configuration not stated)	103.0	-2.4	101.6	96.3	-1.1	104.8	102.0	3.0
Cc1ccc(C2Nc3ccccc3-c3nc4ccccc4n32)o1 (configuration not stated)	105.6	2.8	107.8	102.0	1.6	101.1	106.4	116.1*
Cc1noc(COc2ccccc2OCC(N)=O)c1Cl	89.5	-3.9	86.9	92.9	0.4	88.1	89.7	3.1
COc1cc(SC)ccc1C(=O)NC1CCCc2ccccc21 (configuration not stated)	108.5	-4.0	95.6	96.9	-7.0	99.1	98.5	-0.4
